# Source: PubChem BioAssay
# Keap1 Nrf2 FP – disrupts human Keap1 binding to Nrf2 peptide | inhibition, % at 9.4 µM | Q14145 | hit rate 0.15% among 340,000 | Keap1 Kelch-Nrf2 peptide fluorescence polarization, 1536-well | AID 504523; in the data active means inhibition above about 12%;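 further: human Keap1 Kelch domain with fluorescein labeled Nrf2 9mer peptide probe; 0% = neutral control wells and 100% = peptide positive control; higher means more block of Keap1 binding to Nrf2 peptide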
# V-ATPase pH – yeast V-ATPase proton transport regulation by pHLuorin | hit rate 0.37% among 350,000 | S. cerevisiae, pHLuorin cytosolic pH fluorescence | AID 504577 | response, % at 10 µM; in the data active means response mostly above about 7.3%, no sharp cut-off; inactive means mostly below about 5.4%; further: actives read high; inactives centre near 0; some compounds called inactive have numbers as strong as hits; reference of the scale not given here
# DSG3 Ab inh – human desmoglein-3 autoantibody binding inhibition; P32926; DSG3-coupled beads, scFv-anti-DSG3-GFP binding, flow cytometry; hits give low values; binding (percent of control), % at 10 µM; hit rate 0.48% among 310,000;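 active means binding more than 3 SD below its plate's average and above zero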;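 further: hits lower antibody fragment binding to DSG3; some compounds called inactive have numbers as strong as hits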
# Target sequence (P32926 whole entry, looked up, the tested form may be a part): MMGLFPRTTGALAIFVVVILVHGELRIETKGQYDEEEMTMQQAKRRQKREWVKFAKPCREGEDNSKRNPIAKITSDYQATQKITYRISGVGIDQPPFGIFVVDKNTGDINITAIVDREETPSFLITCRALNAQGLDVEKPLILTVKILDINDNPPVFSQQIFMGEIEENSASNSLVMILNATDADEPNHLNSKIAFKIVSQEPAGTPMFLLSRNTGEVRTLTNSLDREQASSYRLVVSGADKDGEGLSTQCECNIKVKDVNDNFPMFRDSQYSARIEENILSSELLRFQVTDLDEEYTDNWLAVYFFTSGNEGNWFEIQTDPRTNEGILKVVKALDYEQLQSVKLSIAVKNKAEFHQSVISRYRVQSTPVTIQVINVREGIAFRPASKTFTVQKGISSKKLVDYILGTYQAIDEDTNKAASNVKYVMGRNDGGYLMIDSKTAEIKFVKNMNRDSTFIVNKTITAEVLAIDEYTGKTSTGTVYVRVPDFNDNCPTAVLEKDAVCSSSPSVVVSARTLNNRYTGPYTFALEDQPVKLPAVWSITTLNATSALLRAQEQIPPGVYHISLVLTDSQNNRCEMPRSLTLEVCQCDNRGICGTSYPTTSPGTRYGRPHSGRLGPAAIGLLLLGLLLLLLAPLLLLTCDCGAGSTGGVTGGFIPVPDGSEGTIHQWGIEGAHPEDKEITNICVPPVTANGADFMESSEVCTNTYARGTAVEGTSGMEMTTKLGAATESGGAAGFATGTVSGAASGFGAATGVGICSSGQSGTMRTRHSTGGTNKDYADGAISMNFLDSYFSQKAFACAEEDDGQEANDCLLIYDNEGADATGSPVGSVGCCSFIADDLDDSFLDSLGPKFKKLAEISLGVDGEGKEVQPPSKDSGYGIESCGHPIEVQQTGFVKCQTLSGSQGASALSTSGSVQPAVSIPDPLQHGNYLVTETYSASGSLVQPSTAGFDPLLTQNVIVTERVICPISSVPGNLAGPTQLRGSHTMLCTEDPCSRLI
# CAL PDZ FP-1 – blocks peptide binding to human CAL PDZ domain; hit rate 0.02% among 330,000; AID 504414; inhibition, % at 20 µM; purified CAL PDZ, TMR-peptide fluorescence polarization, 1 h;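 active means highest replicate inhibition of at least 40%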;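 further: plate controls were DMSO neutral control wells for no effect and unlabeled competitor peptide control wells for full effect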
#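 material = purified tagged CAL PDZ domain construct (CerCALP) | compound dosing = 20 µM, one dose | times = 1 h at RT | measured by = fluorescence polarization from S- and P-plane intensities, G-factor corrected | read-out = inhibition from polarization loss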
# NSD2 inh – inhibitors of human histone methyltransferase NSD2. NSD2 peptide methylation, AlphaScreen, 120 min. inhibition, % at 12.5 µM. O96028. hit rate 0.54% among 310,000. AID 743445; in the data active means inhibition above about 50%
# CAL PDZ FP-2 – CAL PDZ (human) peptide binding inhibition | Q9HD26 | purified CAL PDZ, TMR-peptide fluorescence polarization, 1 h | inhibition, % at 24.9 µM | hit rate 0.92% among 300,000 | AID 602252;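 active means mean inhibition of at least 30% with at least half of replicates also reaching 30%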;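 further: 0% = DMSO neutral control and 100% = excess unlabeled competitor peptide PRC23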
# C-LANA FP – KSHV C-LANA DNA binding inhibition | AID 504423 | hit rate 0.078% among 340,000 | inhibition, % at 9 µM | MBP-C-LANA/FAM-LBS DNA binding, fluorescence polarization;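 active means highest replicate inhibition at or above 60% at 9 µM, even if other replicates fall short; inactive means all replicates below 60% inhibition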;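 further: 0% = neutral control wells and 100% = 4 µM acridine orange control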
# DAGLB inh – blocks human DAGLB lipase activity. hit rate 0.059% among 340,000. HEK293T DAGLB membrane lysate, EnzChek fluorogenic substrate. inhibition, % at 5.17 µM. AID 504411. Q8NCG7; in the data active means inhibition above about 34%;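 further: 0% = enzyme with vehicle and 100% = wells lacking enzyme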
# RTF Ca sens inh – cardiac RTF calcium desensitization; IANBD-labeled cardiac RTF, Ca2+ fluorescence; inhibition, % at 7.15 µM; hit rate 0.12% among 340,000; AID 493244;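 active means inhibition above the mean inhibition of all tested compounds plus 3 SD, cut at about 17% in these data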;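 further: assay run at fixed EC70 calcium of 1.6 mM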
# Arr AP2 block – human beta-arrestin and AP2 interaction inhibition; inhibition, % at 10 µM; hit rate 0.31% among 340,000; FITC-arrestin peptide / GST-AP2 beads, flow cytometry; AP2 beta2 appendage carries R879A mutation; AID 504490;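 active means inhibition above a set limit, near 3 SD of compounds lacking own fluorescence, cut at about 54% in these data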;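 further: plate controls were DMSO wells for no effect and 5 µM unlabelled arrestin peptide for full effect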
#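 System: GST-AP2 R879A glutathione beads | Also added: FITC-arrestin peptide, 50 nM | Times: 12 min plus 1 h, RT | Signal: Bead flow cytometry, FITC channel | Buffer or medium: PBS with 0.05% Tween 20 and 0.1% BSA | Read-out basis: Percent drop in bead-associated FITC signal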
# Numbers without * were called inactive; . = not tested or not shown.
SMILES,Keap1 Nrf2 FP,V-ATPase pH,DSG3 Ab inh,CAL PDZ FP-1,NSD2 inh,CAL PDZ FP-2,C-LANA FP,DAGLB inh,RTF Ca sens inh,Arr AP2 block
COc1cc(C)cc(CN2CCC(Cc3ccccc3)CC2)c1O,-2.7,-3.0,94.0,-0.4,10.2,2.3,-0.8,-3.8,-1.3,5.5
O=C1OCC=C1NNC(=O)c1cccnc1,-0.6,-1.5,99.6,-0.3,-0.8,.,-1.2,0.5,4.8,-4.2
CN(C(=O)c1ccccn1)c1nnc(-c2ccccn2)s1,-6.0,-2.3,94.4,-3.6,0.3,0.9,0.7,0.4,-6.3,3.6
CCOC(=O)[C@H]1[C@H]2COc3ccc(Cl)cc3[C@H]2N2C(=O)CNC(=O)[C@@]12C,-1.8,-0.6,99.4,-0.5,.,-0.5,-1.8,-2.5,-14.6,-1.8
CCOc1ccccc1N(CC(=O)N1CCCC1)S(C)(=O)=O,-3.8,-1.7,109.6,0.2,-2.5,.,-0.3,1.3,1.1,4.0
C/C(N)=C(/C#N)C(=O)COC(=O)c1cc(-c2cccc(Br)c2)nc2ccccc12,-5.0,2.0,93.8,-2.7,-3.7,-2.7,-1.6,0.4,4.7,-1.9
O=C(NCC(c1cccs1)N1CCOCC1)c1cn(-c2ccccc2)nc1-c1ccccc1 (centres undefined),2.7,-2.4,104.8,-0.6,46.7,-3.7,2.0,-2.6,-3.7,20.7
O=C(CCCCCN1C(=O)c2cccc([N+](=O)[O-])c2C1=O)NCCc1ccccc1,.,-1.2,93.7,.,-1.7,.,.,-1.6,.,.
CC(C)(C)C(=O)CN1C(=O)C2(OCCO2)c2ccccc21,-0.4,0.1,104.3,-0.7,0.9,.,1.8,-4.0,2.3,9.1
CCOc1ccc(CNS(=O)(=O)c2cc(-c3cc(C)no3)ccc2OC)cc1OC,4.9,2.4,.,-2.2,2.8,-4.0,1.8,-1.0,0.3,-1.5
CCC(=O)N1CCc2cc(S(=O)(=O)CCC(=O)NCCC3=CCCCC3)ccc21,2.2,-4.5,94.8,-1.4,0.4,-0.5,-1.5,-0.5,-9.3,22.3
C[C@H]1COC(=O)[C@H](CC(=O)OC(C)(C)C)C/C=C\C[C@H](CC(=O)N(CCO)Cc2ccccc2)C(=O)N1,0.5,2.3,97.6,0.1,.,-0.9,0.4,-2.8,0.7,.
CCN1CCN(C(=S)c2ccc(Cl)c(Cl)c2)CC1,1.2,0.1,97.7,-2.6,13.6,-3.1,1.4,-1.4,0.0,7.2
COc1ccc(CNC(=O)c2ccc(CN3CCOCC3)cc2)cc1,-1.6,-1.9,108.0,-1.9,-0.6,-4.0,-0.8,-0.2,-8.8,-5.3
O=C(Nc1ccccc1N1CCN(C(=O)c2ccccc2)CC1)c1ccc([N+](=O)[O-])o1,-1.2,-2.9,101.6,0.1,2.2,-0.7,2.3,2.3,-19.0,-1.5
Cn1c(CNC(=O)c2ccco2)nnc1SCC(=O)Nc1cccc(Br)c1,-3.4,4.5,120.1,-1.5,0.2,-1.7,0.9,0.9,4.8,26.9
NS(=O)(=O)c1ccc(NC(=O)CN2CCCN(S(=O)(=O)c3ccc(F)cc3)CC2)cc1,-3.6,1.0,106.5,-1.7,-3.9,7.7,1.0,-5.5,-9.8,6.5
Cn1ccnc1SCC(=O)c1c(N)n(C)c(=O)n(C)c1=O,0.9,1.2,84.6,0.1,1.0,-2.2,1.3,0.9,-4.7,2.1
Cc1cc2c(cc1C)C(c1ccccc1Br)CC(=O)N2 (centres undefined),-2.6,2.1,102.4,-0.4,-1.1,-6.6,-1.5,-0.3,6.8,-0.7
COc1ccc(Cc2nnc(Nc3ccc(C)cc3C)[nH]c2=O)cc1,2.2,-5.0,103.3,-1.1,.,-0.6,1.6,-3.1,5.7,13.6
COc1ccc(-c2nc3c(c(=O)[nH]c(=O)n3Cc3ccccc3)n2Cc2ccccc2)cc1,3.3,0.6,94.6,-1.6,-0.8,-2.9,-1.0,6.7,-2.0,-3.2
CNC(=O)Cn1ncc2c3ccccc3n(C)c2c1=O,-3.2,1.2,96.8,-0.8,.,-1.3,-1.6,-2.0,-5.8,-3.8
CNc1nc2c(c(=O)n(C)c(=O)n2C)n1CCCc1ccccc1,1.8,-3.6,98.3,-0.8,3.1,.,0.8,0.4,-9.3,2.9
COc1ccccc1CNC(=O)CC(C)c1ccccc1 (centres undefined),-7.1,0.3,125.1,-0.7,1.0,3.8,-1.4,-2.9,-8.9,-5.6
Cc1nn(-c2ccccc2)c2nc(N)c(C#N)c(-c3ccc(O)c(O)c3)c12,-4.6,2.9,114.3,-3.6,3.1,1.7,4.1,8.0,-11.2,4.7
Cc1nc2ccccc2c2oc(C(=O)N3CCC(N4CCCCC4)CC3)cc12,-4.6,6.6,136.8,-0.5,.,.,-3.9,1.2,-7.4,25.5
CCN1CCN(C(c2cccs2)C(C)NC(=O)c2cccc(OC)c2OC)CC1 (centres undefined),0.7,-3.6,101.0,-0.6,5.5,-1.7,-2.0,0.2,-5.2,-2.4
COc1cccc(C(CC(=O)Nc2cccc3ccccc23)NC(=O)c2ccccc2)c1 (centres undefined),-1.1,.,100.0,-1.4,1.0,.,-2.2,-33.8,-18.6,3.8
Cc1ccccc1C(c1ccccc1Cl)N(C)C (centres undefined),-2.4,-2.5,120.8,0.6,-1.4,-10.8,-2.2,-1.9,6.7,-2.3
CCOc1ccccc1C(=O)NCCNC(=O)c1ccccc1OCC,-4.5,-1.5,105.9,-0.1,-0.6,-4.6,-0.7,0.9,-6.0,16.5
COc1ccccc1N1CCN(c2nc(N)c(C#N)c(CC#N)c2C#N)CC1,4.2,-3.5,116.2,0.4,-2.4,2.7,-1.4,-2.7,-4.6,6.3
O=C(CCc1nnc2ccc(N3CCC4(CC3)OCCO4)nn12)NCc1ccccc1Cl,5.3,2.6,92.6,-2.0,8.1,-3.1,1.2,-0.5,-1.2,-4.9
CN(C)/C=C/C(=O)c1ccc(F)cc1F,-2.0,-6.3,104.2,0.5,.,.,-4.4,-0.4,-4.7,9.4
Cc1cc(C(=O)Nc2c(C)n(C)n(-c3ccccc3)c2=O)c2ccccc2n1,0.7,1.4,106.0,-4.3,-0.6,-2.7,-0.1,1.7,-10.5,6.1
CC(=O)NCCNS(=O)(=O)c1ccc(C)c([N+](=O)[O-])c1,0.0,10.2*,102.6,0.0,-1.1,-5.0,1.7,-0.3,3.9,-18.9
COc1ccc(S(=O)(=O)N(n2c(C)nnc2-n2nc(C)cc2C)S(=O)(=O)c2ccc(OC)cc2)cc1,-0.4,-1.0,100.1,.,.,-5.6,-0.5,1.7,4.1,23.7
O=C(Nn1cnnc1)c1cccc(S(=O)(=O)N2CCOCC2)c1,4.4,-1.6,105.1,-0.2,-2.3,13.4,-1.6,-0.6,-4.4,15.6
NC(=O)Nc1ccc(F)cc1,0.3,-0.4,102.3,-1.4,0.9,-1.8,0.3,-4.3,-1.5,15.6
CC(C)[C@H](NS(=O)(=O)c1ccccc1F)C(=O)OCC(=O)Nc1cccc(S(N)(=O)=O)c1,-1.5,1.6,114.1,-0.8,.,-2.6,2.2,0.1,-3.6,-12.1
O=C(CSc1nnc2ccc(-c3ccncc3)nn12)N1CCCCC1,-0.5,2.8,100.5,-2.2,-1.0,0.8,-0.6,0.4,-0.1,35.1

# One compound at a time, from the list above. Order of screens: Keap1 Nrf2 FP, V-ATPase pH, DSG3 Ab inh, CAL PDZ FP-1, NSD2 inh, CAL PDZ FP-2, C-LANA FP, DAGLB inh, RTF Ca sens inh, Arr AP2 block
# O=C(CCc1nnc2ccc(N3CCC4(CC3)OCCO4)nn12)NCc1ccccc1Cl in the list: 5.3, 2.6, 92.6, -2.0, 8.1, -3.1, 1.2, -0.5, -1.2, -4.9
# Cc1ccccc1C(c1ccccc1Cl)N(C)C (centres undefined) in the list: -2.4, -2.5, 120.8, 0.6, -1.4, -10.8, -2.2, -1.9, 6.7, -2.3
# COc1ccccc1N1CCN(c2nc(N)c(C#N)c(CC#N)c2C#N)CC1 in the list: 4.2, -3.5, 116.2, 0.4, -2.4, 2.7, -1.4, -2.7, -4.6, 6.3
# O=C(Nn1cnnc1)c1cccc(S(=O)(=O)N2CCOCC2)c1 in the list: 4.4, -1.6, 105.1, -0.2, -2.3, 13.4, -1.6, -0.6, -4.4, 15.6
# COc1ccc(S(=O)(=O)N(n2c(C)nnc2-n2nc(C)cc2C)S(=O)(=O)c2ccc(OC)cc2)cc1 in the list: -0.4, -1.0, 100.1, ., ., -5.6, -0.5, 1.7, 4.1, 23.7

# Remaining list, next part.
SMILES,Keap1 Nrf2 FP,V-ATPase pH,DSG3 Ab inh,CAL PDZ FP-1,NSD2 inh,CAL PDZ FP-2,C-LANA FP,DAGLB inh,RTF Ca sens inh,Arr AP2 block
CN(c1cccc(NC(=O)c2ccc(C(C)(C)C)cc2)c1)S(C)(=O)=O,1.4,0.8,.,-2.0,-1.6,.,2.0,-0.3,0.3,10.9
CCCCC(c1nnnn1CC1CCCO1)N1CCN(Cc2ccccc2)CC1 (centres undefined),0.7,0.6,102.0,.,4.6,-2.7,-1.6,0.3,-0.4,0.8
O=[N+]([O-])c1ccc(CSc2ccc(S(=O)(=O)N3CCCCC3)cn2)cc1,0.0,2.3,93.2,0.2,-0.1,-6.0,1.2,-5.3,0.7,0.6
Cc1ccc(NC(=O)Nc2cccc3ccccc23)cc1,3.2,3.7,101.4,1.4,-0.1,6.3,-0.6,-2.9,2.1,27.1
CSc1cccc(NC(=O)CN2C(=O)COc3ccc(S(=O)(=O)N4CCOCC4)cc32)c1,-1.3,2.7,105.2,-0.9,4.2,.,0.8,-1.0,-10.2,-31.8
COc1ccc(CCNC(=O)COC(=O)/C=C/c2ccc(OCC#N)c(OC)c2)cc1OC,-6.2,-1.1,95.6,-2.5,-2.6,-1.0,-1.5,1.1,-13.3,-4.4
COc1ccc(C2CCCCCN2C(=O)C2CCN(S(=O)(=O)c3cccc(C(C)=O)c3)CC2)cc1 (centres undefined),2.9,-0.9,106.2,-1.0,-0.7,4.6,0.2,-2.9,-3.0,23.9

# Compounds shown so far with an NH in an aromatic ring:
SMILES,Keap1 Nrf2 FP,V-ATPase pH,DSG3 Ab inh,CAL PDZ FP-1,NSD2 inh,CAL PDZ FP-2,C-LANA FP,DAGLB inh,RTF Ca sens inh,Arr AP2 block
COc1ccc(Cc2nnc(Nc3ccc(C)cc3C)[nH]c2=O)cc1,2.2,-5.0,103.3,-1.1,.,-0.6,1.6,-3.1,5.7,13.6
COc1ccc(-c2nc3c(c(=O)[nH]c(=O)n3Cc3ccccc3)n2Cc2ccccc2)cc1,3.3,0.6,94.6,-1.6,-0.8,-2.9,-1.0,6.7,-2.0,-3.2

# Only part of the results is shown; the hit share may differ from the screen's.
